GASC-1 inh – blocks human GASC-1 demethylase activity; GST-JMJD2C(1-420) H3K9me3 demethylation, DELFIA europium; inhibition, % at 2.35 µM; 330,000 tested, 0.069% active; AID 2099;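 active = more than half of a compound's replicate wells show inhibition beyond 50%, single wells judged on their own value; inconclusive = some, but no more than half, of replicates pass 50% inhibition; inactive = no replicate passes 50% inhibition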;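 note: signal counts dimethyl H3K9 product captured on neutravidin plate; 0% = median of DMSO wells and 100% = 0.3 times that DMSO median; strong numbers were not always called active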
LAP4 TOR yeast – yeast TOR pathway LAP4-GFP modulation; S. cerevisiae LAP4-GFP multiplex, flow cytometry GFP, 3 h; median GFP as percent of DMSO wells; GFP response vs DMSO, % at 10 µM; 320,000 tested, 0.34% active;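 active = GFP response vs DMSO above a set limit, about the screen mean plus 3 SD, cut at about 150% in these data; inconclusive = under 70 cell events counted for the yeast strain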
CR mimetic SO – yeast age-related superoxide inhibition as caloric restriction mimetic; S. cerevisiae aged cells, superoxide DHE fluorescence; hits give low values; superoxide response (% of plate mean), % at 10 µM; 330,000 tested, 0.18% active;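 active = superoxide response under a set limit, about three screen SD below normal, cut at about 65% in these data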;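 note: yeast aged for seven days with compound at 30 °C before DHE staining; 100% = average MFI of all compound-treated wells on the plate with controls excluded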
procasp7 counter – counter-screen for procaspase-3 activators: activators of human procaspase-7; recombinant procaspase-7, Ac-DEVD-pNA absorbance 405 nm; D23A/D198A/D206A triple mutant, cannot self-cleave; scale: DMSO 0, 5 µM enzyme 100; activation, % at 8.5 µM; 330,000 tested, 0.093% active; AID 463210;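 active = percent activation above the screen-wide mean plus 3 SD, cut at about 25% in these data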
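Assay system: Uncleavable procaspase-7 mutant enzyme | Input: 2 µM procaspase-7 mutant as dispensed | Timing: 1 h compound preincubation, 2 h substrate cleavage, 25 °C | Repeats: One well per compound | Control set: DMSO wells as 0%, DMSO with 5 µM added PC-7 as 100% | Technique: Epi-absorbance of released pNA at 405 nm, two timepoints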
RPL19A TOR yeast – yeast TOR pathway RPL19A-GFP modulation; 330,000 tested, 0.3% active; S. cerevisiae RPL19A-GFP strain, flow cytometry, 3 h; hits give low values; percent response vs DMSO, % at 10 µM; AID 2025;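 active = percent response vs DMSO below 50%; inconclusive = fewer than 70 events counted for the yeast strain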;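 note: median channel GFP fluorescence of the barcoded RPL19A-GFP strain; ratio of sample median GFP to plate DMSO average so 100% = DMSO; lower means less RPL19A-GFP as with rapamycin TOR inhibition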
MEP2-GFP yeast – modulators of TOR pathway MEP2-GFP in S. cerevisiae. S. cerevisiae MEP2-GFP strain, flow cytometry GFP, 3 h; 100% = DMSO control level. GFP response vs DMSO, % at 10 µM. 330,000 tested, 0.51% active;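 active = GFP response versus DMSO above a set limit, roughly screen mean plus 3 SD, cut at about 180% in these data; inconclusive = fewer than 70 cells counted for a yeast strain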;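 note: median GFP fluorescence of the barcode-gated MEP2-GFP cells per well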
AHR activator – human AHR activation; P35869; AHR-responsive luciferase reporter cells, luminescence; activation, % at 5 µM; 320,000 tested, 2.5% active; in the data active = activation above about 47%;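 note: 0% = vehicle wells and 100% = reference agonist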
Target sequence (P35869 whole entry, looked up): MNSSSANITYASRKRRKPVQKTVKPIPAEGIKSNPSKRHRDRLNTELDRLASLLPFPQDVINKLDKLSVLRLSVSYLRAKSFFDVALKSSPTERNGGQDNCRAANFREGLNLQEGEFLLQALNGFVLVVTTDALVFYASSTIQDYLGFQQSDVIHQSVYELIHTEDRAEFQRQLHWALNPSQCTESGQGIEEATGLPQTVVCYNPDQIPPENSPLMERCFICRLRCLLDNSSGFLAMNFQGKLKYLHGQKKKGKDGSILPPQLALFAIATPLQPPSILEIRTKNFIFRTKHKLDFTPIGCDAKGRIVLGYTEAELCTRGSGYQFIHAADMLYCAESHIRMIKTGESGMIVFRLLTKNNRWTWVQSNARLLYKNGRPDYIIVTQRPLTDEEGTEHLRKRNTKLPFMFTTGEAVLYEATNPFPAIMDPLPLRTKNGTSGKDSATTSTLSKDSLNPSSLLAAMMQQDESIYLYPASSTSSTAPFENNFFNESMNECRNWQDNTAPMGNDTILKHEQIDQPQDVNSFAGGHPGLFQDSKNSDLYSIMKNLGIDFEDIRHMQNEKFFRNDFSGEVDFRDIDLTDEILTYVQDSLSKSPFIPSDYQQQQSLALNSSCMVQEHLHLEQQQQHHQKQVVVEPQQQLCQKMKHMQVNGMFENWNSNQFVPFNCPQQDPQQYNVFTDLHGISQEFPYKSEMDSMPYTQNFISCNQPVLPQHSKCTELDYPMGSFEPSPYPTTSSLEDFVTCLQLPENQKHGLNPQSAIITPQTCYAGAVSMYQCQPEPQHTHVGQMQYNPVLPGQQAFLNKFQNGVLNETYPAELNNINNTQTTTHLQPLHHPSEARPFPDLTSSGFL
proCasp3 act – activators of human procaspase-3. AID 463141. 330,000 tested, 0.11% active. recombinant procaspase-3 D3A, Ac-DEVD-pNA absorbance 405 nm. P42574. activation, % at 8.5 µM;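 active = activation above the mean of all tested compounds plus 3 SD, cut at about 21% in these data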;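 note: 0% = DMSO alone and 100% = DMSO wells spiked with extra 5 µM PC-3 D3A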
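Evaluation: percent activation relative to control range; Material: Procaspase-3 D3A mutant, all three cleavage aspartates alanine; Compound: single dose, 8.5 µM nominal compound, 0.8% DMSO; Replication: one well per compound; Signal: absorbance at 405 nm, 0 and 120 min; Schedule: 1 h preincubation plus 2 h reaction at 25 °C.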
* hit, by the source's call; i = inactive; ? = inconclusive; . = no result given; [ ] = remark or other dose.

SMILES	GASC-1 inh	LAP4 TOR yeast	CR mimetic SO	procasp7 counter	RPL19A TOR yeast	MEP2-GFP yeast	AHR activator	proCasp3 act
CCOc1ccc(-n2c(COc3ccccc3)nnc2SCC(N)=O)cc1	15	95	96	1	101	100	2	0
COc1ccc(CCNC(=O)c2cc([N+](=O)[O-])cc([N+](=O)[O-])c2)cc1OC	0	95	117	.	102	100	.	.
CCS(=O)(=O)NC(C)C(c1cccs1)N1CCN(C)CC1 (stereo unspecified)	1	106	106	-10	101	107	7	5
CCOc1ccccc1/C=C(/NC(=O)c1ccccc1)C(=O)N1CCCCC1	-2	68	95	-1	95	82	8	3
CCCOC(=O)Nc1nc(-c2ccc(C)cc2)c(C)s1	-2	123	106	2	97	90	5	-11
COC(=O)CNc1nc(-c2ccccc2F)nc2ccccc12	12	97	99	0	98	105	3	0
Cc1ccccc1Cn1cnc2ccccc21	4	112	97	4	94	92	4	0
COc1ccccc1/C=C/C(=O)OCC(=O)NCc1ccco1	4	106	90	0	108	106	3	8
O=C1OC[C@@H]2CCCN2C(=O)[C@H](CC(=O)N(CCO)Cc2ccccc2)C/C=C\C[C@H]1Cc1ccc(F)cc1	5	129	124	-2	105	99	0	2
O=C(Cn1ncc2c([nH]c3ccccc32)c1=O)N1CCc2ccccc2C1	1	91	100	13	94	88	1	4
Nc1c(C(=O)C2CC2)sc2nc(-c3ccccc3)cc(C(F)(F)F)c12	7	101	95	-9	97	100	16	-7
CCN(CC)c1ccc(CNc2nc3ccccc3n2CC)cc1	5	101	113	0	99	103	1	0

One compound at a time (already shown):
CCOc1ccccc1/C=C(/NC(=O)c1ccccc1)C(=O)N1CCCCC1 as listed: GASC-1 inh: -2; LAP4 TOR yeast: 68; CR mimetic SO: 95; procasp7 counter: -1; RPL19A TOR yeast: 95; MEP2-GFP yeast: 82; AHR activator: 8; proCasp3 act: 3
O=C(Cn1ncc2c([nH]c3ccccc32)c1=O)N1CCc2ccccc2C1 as listed: GASC-1 inh: 1; LAP4 TOR yeast: 91; CR mimetic SO: 100; procasp7 counter: 13; RPL19A TOR yeast: 94; MEP2-GFP yeast: 88; AHR activator: 1; proCasp3 act: 4

Back to the main list, repeating the four entries before the break.
SMILES	GASC-1 inh	LAP4 TOR yeast	CR mimetic SO	procasp7 counter	RPL19A TOR yeast	MEP2-GFP yeast	AHR activator	proCasp3 act
O=C1OC[C@@H]2CCCN2C(=O)[C@H](CC(=O)N(CCO)Cc2ccccc2)C/C=C\C[C@H]1Cc1ccc(F)cc1	5	129	124	-2	105	99	0	2
O=C(Cn1ncc2c([nH]c3ccccc32)c1=O)N1CCc2ccccc2C1	1	91	100	13	94	88	1	4
Nc1c(C(=O)C2CC2)sc2nc(-c3ccccc3)cc(C(F)(F)F)c12	7	101	95	-9	97	100	16	-7
CCN(CC)c1ccc(CNc2nc3ccccc3n2CC)cc1	5	101	113	0	99	103	1	0
CCOc1cccc(CN2CCC(n3nccc3NC(=O)C3CCCC3)CC2)c1	4	98	92	11	98	99	-4	2
Fc1cccc(Cc2noc(CN3CCCCC3CCc3ccccn3)n2)c1 (stereo unspecified)	-12	100	79	0	113	100	4	-1
CC(C)CN(C(=O)COC(=O)Cc1c[nH]c2ccccc12)C1CCS(=O)(=O)C1 (stereo unspecified)	3	100	103	-2	96	100	21	4
Cc1nn(CCCC(=O)Nc2sc3c(c2C#N)CCC3)c(C)c1[N+](=O)[O-]	3	98	83	-10	95	91	7	-11
CN(c1ccccc1)S(=O)(=O)c1cc(Cl)ccc1Cl	-2	107	101	6	93	98	-1	3
O=C(COC(=O)/C=C/c1ccc(Cl)cc1)Nc1ccccc1	3	87	99	6	90	97	2	-3
COc1cc(C)c(Cl)cc1S(=O)(=O)n1ccnc1	-6	89	103	-7	87	92	0	3
Cn1c(=O)c2sccc2n2c(CCCC(=O)N3CCCCC3)nnc12	8	108	i	-5	104	115	5	9
CCN(CC(=O)NC1CC1)S(=O)(=O)c1ccccc1	-1	104	102	-1	104	93	1	-1
CC1CN(S(=O)(=O)c2cccc(C(=O)OCCOc3ccccc3)c2)CC(C)O1 (stereo unspecified)	8	115	106	5	103	106	1	-5
O=C(NCCCn1ccnc1)c1cn(-c2ccccc2)nc1-c1ccccc1	3	96	104	-2	95	100	10	-1
COc1ccc(CCNC(=O)C(=O)NCC2OCCN2S(=O)(=O)c2ccc(Br)cc2)cc1 (stereo unspecified)	5	91	84	4	96	97	-1	-4

The final five compounds of the section above lead into the next:
SMILES	GASC-1 inh	LAP4 TOR yeast	CR mimetic SO	procasp7 counter	RPL19A TOR yeast	MEP2-GFP yeast	AHR activator	proCasp3 act
Cn1c(=O)c2sccc2n2c(CCCC(=O)N3CCCCC3)nnc12	8	108	i	-5	104	115	5	9
CCN(CC(=O)NC1CC1)S(=O)(=O)c1ccccc1	-1	104	102	-1	104	93	1	-1
CC1CN(S(=O)(=O)c2cccc(C(=O)OCCOc3ccccc3)c2)CC(C)O1 (stereo unspecified)	8	115	106	5	103	106	1	-5
O=C(NCCCn1ccnc1)c1cn(-c2ccccc2)nc1-c1ccccc1	3	96	104	-2	95	100	10	-1
COc1ccc(CCNC(=O)C(=O)NCC2OCCN2S(=O)(=O)c2ccc(Br)cc2)cc1 (stereo unspecified)	5	91	84	4	96	97	-1	-4
CCOc1ccccc1NC=C1C(=O)OC(C)(C)OC1=O	1	80	92	-7	94	97	-2	-22
O=C(COc1ccc2ccc(=O)oc2c1)Nc1ccc(N2CCCCC2)cc1	4	114	107	4	112	108	0	6
COc1ccc(/C=C/c2nnc(NC(=O)C(C)C)s2)cc1	-4	92	107	1	90	86	17	8
COc1ccc(NC(=O)CSc2nc3sc(C)c(C)c3c(=O)n2Cc2ccco2)cc1	3	101	104	1	94	102	2	1
Cc1ccc(CSc2nnc(-c3ccc(NS(=O)(=O)c4ccccc4)cc3)o2)cc1	5	107	100	7	103	106	1	2
Cc1ccc(S(=O)(=O)Nc2ccc(O)c3ccccc23)c(C)c1	4	94	117	.	106	106	.	.
O=C(O)c1ccccc1/C=N/n1c(C2CCCCC2)n[nH]c1=S	-16	105	77	3	96	94	0	0
COc1ccc(N(CC(=O)Nc2ccc(F)c(F)c2)S(=O)(=O)c2c(C)n[nH]c2C)cc1	-2	97	88	3	100	105	7	6
COc1ccc(CNC(=O)C2CCCC2)cc1	-1	95	88	8	100	94	1	-1
C=CCN1C(=O)C(O)(CC(=O)c2ccc(-n3cccc3)cc2)c2ccccc21 (stereo unspecified)	6	103	99	2	101	99	2	-3
COCc1cc(CN2CCN(CCc3ccccc3)C(CCO)C2)ccc1OC (stereo unspecified)	1	96	91	4	109	104	0	5
CCOc1cccc(C(=O)Nc2cccc(-c3nc4ncccc4o3)c2C)c1	-3	117	97	-4	101	99	-12	6
CC1C(=O)C(C)C(c2cc(Cl)ccc2O)NC1c1cc(Cl)ccc1O (stereo unspecified)	13	96	105	-3	104	107	3	3
Cc1ccnc(SCc2cc(=O)c(OC(=O)c3ccc(Br)o3)co2)n1	?	100	111	-5	92	96	3	-8
Cc1cccc(CS(=O)(=O)Cc2ccc(C(=O)NCc3ccccc3)o2)c1	-37	89	99	17	90	94	1	7
COc1ccc(C=O)cc1Cn1cnc2c(cnn2C)c1=O	?	106	104	8	98	101	1	0
Cc1c(C(=O)OCC(=O)NCc2ccc3c(c2)OCO3)cccc1[N+](=O)[O-]	6	96	97	8	99	104	0	3
COc1cc(OC)cc(C(=O)Nc2ccc(-c3nc4ccccc4o3)c(O)c2)c1	8	104	99	-6	95	99	-7	5
CC(=O)c1cccc(NC(=S)NNC(=O)c2ccc(C)c([N+](=O)[O-])c2)c1	7	91	94	0	106	104	2	7
O=c1c2ccccc2c(C=Nc2ccc(O)cc2)c(O)n1-c1nccs1	-6	101	91	-24	97	112	0	-11
O=C(NCc1ccncc1)C1CCN(C(=O)c2cccc(Cl)c2)CC1	-31	74[may fluoresce violet]	115	10	42*[may fluoresce violet]	465*[may fluoresce violet]	0	8
O=C(Nc1ccccc1)c1ccc(-c2ccc(F)cc2)s1	10	96	112	2	91	92	-4	9
CC(Sc1sc(=S)sc1SC(C)C(=O)O)C(=O)O (stereo unspecified)	7	97	87	-13	96	95	4	-9
CCN(CC)S(=O)(=O)c1ccc2c(c1)nc(CCC(=O)O)n2CC	13	103	108	-1	102	102	0	-5

Looked up above.
`Cn1c(=O)c2sccc2n2c(CCCC(=O)N3CCCCC3)nnc12` – proCasp3 act: 9
`O=C(Cn1ncc2c([nH]c3ccccc32)c1=O)N1CCc2ccccc2C1` – AHR activator: 1

New compounds follow
SMILES	GASC-1 inh	LAP4 TOR yeast	CR mimetic SO	procasp7 counter	RPL19A TOR yeast	MEP2-GFP yeast	AHR activator	proCasp3 act
O=C1CC(N2CCN(S(=O)(=O)c3ccccc3)CC2)C(=O)N1c1ccccc1 (stereo unspecified)	-3	104	108	2	91	89	2	-8
CC1(C)CC(=O)C(Sc2ccc(Br)cc2)=C(O)C1	-3	97	84	0	101	102	-1	1
CCOC(=O)N1CCC(NC(=O)c2cnn3cccnc23)CC1	-44	90	91	-3	90	95	8	-3
COc1ccc([C@H]2CC(=O)C=C(c3cc(C(F)(F)F)cc(C(F)(F)F)c3)C2)cc1	-2	100	104	8	96	94	-2	5
O=C(O)Cn1c(=O)c(-c2ccccc2)nc2ccccc21	4	90	105	-3	102	98	30	-3
Fc1ccc(-c2nc3c(-c4ccc(Cl)cc4)cnn3cc2CCN2CCOCC2)cc1	8	94	115	-2	95	90	19	-2
COc1ccc2c(Cl)c(C(=O)NCCCn3ccnc3)sc2c1Cl	0	100	92	8	106	103	4	3
COc1ccc(NC(=O)C(CC(=O)O)Cc2ccccc2)cc1 (stereo unspecified)	2	112	90	-1	108	111	-2	0
COc1ccc(NC(=S)N2CCC(N(C)CCN3CCOCC3)CC2)cc1	6	86	99	-19	93	81	0	-5
O=C(Cn1cnc2c(nnn2Cc2ccccc2)c1=O)c1ccccc1	18	97	96	1	95	95	0	-2
NS(=O)(=O)c1cc(C(=O)O)cc(N2CCCC2)c1Oc1ccccc1	.	103	98	0	100	97	-1	1
COc1ccc(-n2c(SCC(=O)N3CCOCC3)nc3ccccc3c2=O)cc1	-6	83	101	1	103	100	1	10
Cc1cccc(Sc2c(C=O)c3ccccc3n2C)c1	-13	55[may fluoresce violet]	114	5	65[may fluoresce violet]	228*[may fluoresce violet]	3	3
Cc1ccnc(NC(=O)c2cccc(OC(F)F)c2)n1	-4	99	93	-7	100	105	16	2
O=C(COC(=O)c1ccc([N+](=O)[O-])s1)NC(c1ccccc1)c1ccccc1	-4	91	82	-8	94	99	2	-6
N[C@@H](Cc1ccccc1)C(=O)N1CCC(C(=O)N[C@@H](Cc2c[nH]c3ccccc23)C(=O)O)CC1	-5	88	98	12	102	102	5	2
c1ccc2c(c1)[nH]c1ccncc12	1	116	87	-5	111	110	4	0

Bioassay records: PubChem BioAssay, several laboratories

Rows are unselected. Share with any hit: about 3.8%.
